Source: PubChem
PolyA inh: inhibitors of polyadenylation in S. cerevisiae; calls only at 12 µM; S. cerevisiae SKY197-pL101 polyadenylation reporter, beta-gal luminescence; efflux-impaired pdr1/pdr3 knockout yeast; score 100 = 6 SD above DMSO; AID 1875; actives 0.02% (n = 300,000);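 active = lowest replicate activity score at least 50, where 100 means six control SD above control mean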;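 also: yeast exposed to compound for 9 h at 30 °C; higher score means more reporter readthrough which indicates perturbed polyadenylation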
GSK3A inh: inhibitors of human GSK-3 alpha kinase; actives 0.1% (n = 320,000); P49840; AID 2650; ADP-Glo luminescence, 60 min; inhibition, % at 10 µM;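 in the data active = inhibition above about 50%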;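 also: GST-tagged GSK-3 alpha with peptide substrate and 25 µM ATP; 0% = DMSO neutral wells and 100% = GW8510 positive control wells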
KCNQ1 inh: human KCNQ1 channel inhibition; P51787; actives 1.3% (n = 310,000); B-score at 10 µM; CHO-K1 KCNQ1, FluxOR thallium flux fluorescence; hits give high values;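 active = compounds whose thallium flux B-score, printed positive for inhibition, exceeds three library SD while starting fluorescence stays within three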;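 also: channel opened by potassium depolarization with thallium stimulus after 20 min compound exposure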
Target sequence (P51787 whole entry, looked up): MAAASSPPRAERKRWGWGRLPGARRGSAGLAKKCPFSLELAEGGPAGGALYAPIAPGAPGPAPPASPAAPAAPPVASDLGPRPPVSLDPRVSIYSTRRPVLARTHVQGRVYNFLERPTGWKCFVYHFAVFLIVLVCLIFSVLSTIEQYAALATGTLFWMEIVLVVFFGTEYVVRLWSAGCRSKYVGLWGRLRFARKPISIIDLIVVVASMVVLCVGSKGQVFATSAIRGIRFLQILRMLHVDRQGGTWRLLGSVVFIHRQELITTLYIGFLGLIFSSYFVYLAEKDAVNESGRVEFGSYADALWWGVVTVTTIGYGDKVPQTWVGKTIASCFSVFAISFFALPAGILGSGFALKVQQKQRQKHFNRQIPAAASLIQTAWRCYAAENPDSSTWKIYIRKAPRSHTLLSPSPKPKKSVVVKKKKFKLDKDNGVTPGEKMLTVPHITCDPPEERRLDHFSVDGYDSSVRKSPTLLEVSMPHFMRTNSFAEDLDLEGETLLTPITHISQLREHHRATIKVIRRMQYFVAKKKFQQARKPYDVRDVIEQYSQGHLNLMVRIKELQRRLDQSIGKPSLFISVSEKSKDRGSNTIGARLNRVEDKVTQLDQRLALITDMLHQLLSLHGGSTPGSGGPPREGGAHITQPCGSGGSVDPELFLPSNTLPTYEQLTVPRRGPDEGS
GSK3B inh: human GSK3beta kinase inhibition | GST-GSK3beta kinase, ADP-Glo luminescence, 60 min; hits give low values | activity score (negative = inhibition), % at 10 µM | P49841 | AID 2097 | actives 0.038% (n = 300,000);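 active = more than half of replicate wells score below -50%, meaning over 50% inhibition versus plate controls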;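 also: 0% = median DMSO wells and -100% = median GW8510 positive control wells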
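test system = GST-tagged human GSK3beta kinase, cell-free | reagent = 25 µM ATP with peptide substrate | dosing = one dose of 10 µM per compound | schedule = 60 min reaction, RT | detection = luminescent ADP-Glo measurement of ADP formed | control set = DMSO neutral wells and GW8510 at 20 µM as positive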
hERG protect: shields human hERG channel from block by proarrhythmic agents; CHO-hERG, FluxOR thallium flux, dofetilide IC70 present; activation (rescue from dofetilide block), less the hit threshold, % at 10 µM; actives 0.51% (n = 310,000); AID 1511;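 active = activation above the mean of controls blocked by dofetilide plus 5 SD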;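 also: thallium influx through hERG after potassium depolarization seen as dye fluorescence rise; in these data hits start at about 4.7%; inactives centre near -7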
RGS4 act: potentiators or activators of RGS4; HEK293 M3R/inducible RGS4, carbachol calcium flux Fluo4; hits give low values; B-score at 10 µM; actives 0.92% (n = 310,000);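 active = B-score of the integrated calcium signal more than 4 SD below the library mean, with starting fluorescence not abnormally high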;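 also: negative B-score means reduced calcium response which marks RGS4 activation or potentiation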
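Reagent: ECmax carbachol challenge; Test system: M3R-expressing HEK293 line, RGS4 induced by doxycycline; Schedule: overnight RGS4 induction, 30 min dye load 37 °C, 20 min compound RT; Detection: calcium dye Fluo4 fluorescence; Read-out: Agonist-evoked peak-minus-minimum fluorescence over baseline, integrated ratio, B score.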
DYRK1A inh: Dyrk1A (rat) kinase inhibition; Q63470; ADP-Glo luminescence, NFATc1 peptide; inhibition, % at 12.5 µM; actives 0.43% (n = 310,000); in the data active = inhibition above about 50%;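 also: plate controls were vehicle with enzyme for no effect and no enzyme for full effect; many of its hits are not listed in these tables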
KCNQ1 pot: potentiators or activators of human KCNQ1 potassium channel; P51787; CHO-K1 KCNQ1, thallium flux FluxOR fluorescence; hits give high values; B-score at 10 µM; actives 0.35% (n = 310,000);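 active = fluorescence ratio B-score, a plate-corrected score, at least three library SD, with initial intensity B-score within 5 SD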
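Assay system: stable KCNQ1 CHO-K1 line; medium: assay buffer, equal DMSO in all wells; timing: 90 min dye loading and 20 min compound exposure, both at room temperature; technique: kinetic FluxOR thallium fluorescence, 10-s 1-Hz baseline, 110-s post-stimulus read; read-out basis: B score of baseline-normalized fluorescence ratio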
RGS4 inh: human RGS4 inhibition; P49798; HEK293 M3R/RGS4 inducible, Fluo-4 calcium flux; hits give high values; triggered by carbachol at its EC20; B-score at 10 µM; actives 0.45% (n = 310,000);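 active = B-score, a plate-corrected calcium signal, over three deviations above library mean, with baseline fluorescence within five deviations of library mean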;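 also: RGS4 expression induced by doxycycline in cells with stable M3 receptor; B-score is computed from the integrated fluorescence ratio over baseline after carbachol; higher B-score means a larger calcium signal and so more RGS4 inhibition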
KCNK3 inh: human KCNK3 channel inhibition, primary screen. O14649. CHO-KCNK3 thallium flux, FluxOR fluorescence; hits give low values. B-score at 10 µM. actives 0.84% (n = 340,000). AID 602410;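 active = B-score under library mean minus 4 SD, starting fluorescence ratio at most library mean plus 5 SD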;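 also: more negative B-score means stronger inhibition of thallium flux through KCNK3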
KCNK9 block: blocks the human KCNK9 two-pore domain potassium channel; actives 1.2% (n = 310,000); AID 488922; B-score at 10 µM; HEK293 KCNK9, FluxOR thallium flux fluorescence; hits give low values;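 active = ratio B-score over 3 SD below the library mean, with starting fluorescence within 5 SD of its mean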;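 also: negative B-score means less thallium flux so channel inhibition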
Target sequence (Q9NPC2 whole entry, looked up, the tested form may be a part): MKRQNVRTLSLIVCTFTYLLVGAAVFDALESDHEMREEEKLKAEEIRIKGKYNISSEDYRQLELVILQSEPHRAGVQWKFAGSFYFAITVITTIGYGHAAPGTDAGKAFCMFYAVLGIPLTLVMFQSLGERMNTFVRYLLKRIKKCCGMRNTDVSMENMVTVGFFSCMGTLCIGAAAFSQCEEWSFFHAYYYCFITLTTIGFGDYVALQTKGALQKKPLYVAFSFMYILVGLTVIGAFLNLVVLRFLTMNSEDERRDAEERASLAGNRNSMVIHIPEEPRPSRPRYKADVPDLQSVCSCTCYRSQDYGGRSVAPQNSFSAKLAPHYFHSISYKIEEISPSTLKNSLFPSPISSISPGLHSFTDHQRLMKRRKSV
Numbers without * were called inactive. Some of the compounds tested, so the mix of outcomes need not match the whole.

C=CC[N+](C)(C)C/C(Cl)=C(\Cl)c1ccccc1 was read as PolyA inh inactive, GSK3A inh -3, KCNQ1 inh inactive, GSK3B inh -3, hERG protect -10, RGS4 act inactive, DYRK1A inh 7, KCNQ1 pot inactive, RGS4 inh inactive, KCNK3 inh inactive and KCNK9 block inactive.
`O=C(NCC1CCCO1)C1CCC(=O)N1Cc1ccc(F)cc1` (stereo not drawn) gave PolyA inh inactive, KCNQ1 inh inactive, GSK3B inh 1, hERG protect -8, RGS4 act inactive, DYRK1A inh 6, KCNQ1 pot inactive, RGS4 inh inactive, KCNK3 inh inactive and KCNK9 block inactive.
Screening COc1ccc(Cn2nnnc2C(c2cccs2)N2CCOCC2)cc1 (stereo not drawn) returned PolyA inh inactive, GSK3A inh -1, KCNQ1 inh inactive, GSK3B inh 0, hERG protect -6, RGS4 act inactive, DYRK1A inh -15, KCNQ1 pot inactive, RGS4 inh inactive, KCNK3 inh inactive and KCNK9 block inactive.
`C=CCC(CC(O)COCCC)C(=O)NNC(=S)Nc1ccccc1` (stereo not drawn) gave PolyA inh inactive, GSK3A inh -2, KCNQ1 inh inactive, GSK3B inh 0, hERG protect -19, RGS4 act inactive, DYRK1A inh -14, KCNQ1 pot inactive, RGS4 inh inactive, KCNK3 inh inactive and KCNK9 block inactive.
Screening CC(C)COC(=O)n1c(SCC(=O)N(C)C)nc2ccccc21 returned PolyA inh inactive, GSK3A inh -2, KCNQ1 inh inactive, GSK3B inh -2, hERG protect -8, RGS4 act inactive, DYRK1A inh 9, KCNQ1 pot inactive, RGS4 inh inactive, KCNK3 inh inactive and KCNK9 block inactive.
Screening COc1ccccc1N1C(=NC(=O)C2CCCCC2)SC2CS(=O)(=O)CC21 (stereo not drawn) returned PolyA inh inactive, GSK3A inh -1, KCNQ1 inh inactive, GSK3B inh -4, hERG protect -4, RGS4 act inactive, KCNQ1 pot inactive, RGS4 inh inactive, KCNK3 inh inactive and KCNK9 block inactive.
`COc1ccc(-c2cc(-c3ccc(O)cc3)nc(N)c2C#N)cc1` gave PolyA inh inactive, GSK3A inh 1, KCNQ1 inh inactive, GSK3B inh 1, hERG protect -6, RGS4 act inactive, KCNQ1 pot inactive, RGS4 inh inactive, KCNK3 inh inactive and KCNK9 block inactive.
Screening COc1ccc(Cn2c(CCCO)nc3ccccc32)cc1OC returned PolyA inh inactive, GSK3A inh -3, GSK3B inh 1, DYRK1A inh -11 and KCNK3 inh inactive.
Screening O=C(NN=C1CCCCCC1)NC1CCCCC1 returned PolyA inh inactive, GSK3A inh 5, KCNQ1 inh inactive, GSK3B inh -2, hERG protect -5, RGS4 act inactive, DYRK1A inh -2, KCNQ1 pot inactive, RGS4 inh inactive, KCNK3 inh inactive and KCNK9 block inactive.
Cc1nn2c(N3CCN(c4ccccn4)CC3)cc(C(C)C)nc2c1-c1ccccc1 was read as PolyA inh inactive, KCNQ1 inh inactive, GSK3B inh 2, hERG protect -7, RGS4 act inactive, DYRK1A inh -2, KCNQ1 pot inactive, RGS4 inh inactive, KCNK3 inh inactive and KCNK9 block -12*.
O=[N+]([O-])c1ccc(OCC(O)CNCCNc2nccc(C(F)(F)F)n2)cc1 (stereo not drawn) was read as PolyA inh inactive, GSK3A inh 4, KCNQ1 inh inactive, GSK3B inh -1, hERG protect -22, RGS4 act inactive, DYRK1A inh 16, KCNQ1 pot inactive, RGS4 inh inactive, KCNK3 inh inactive and KCNK9 block inactive.
Screening CN1CCN(C(CC(=O)Nc2cccc(O)c2)C(=O)O)CC1 (stereo not drawn) returned PolyA inh inactive, GSK3A inh 6, KCNQ1 inh inactive, GSK3B inh 0, hERG protect 1, RGS4 act inactive, KCNQ1 pot inactive, RGS4 inh inactive and KCNK9 block inactive.
`CC(C)CCc1noc(CN2CCN(c3ccc(Cl)cn3)CC2)n1` gave PolyA inh inactive, GSK3A inh -2, KCNQ1 inh inactive, GSK3B inh 4, hERG protect -7, RGS4 act inactive, DYRK1A inh 0, KCNQ1 pot inactive, RGS4 inh inactive, KCNK3 inh inactive and KCNK9 block inactive.
`COc1ccc2nc(SCC(=O)NC3CCCCC3)[nH]c2c1` gave PolyA inh inactive, GSK3A inh -1, KCNQ1 inh inactive, hERG protect -11, RGS4 act inactive, DYRK1A inh 30, KCNQ1 pot inactive, RGS4 inh inactive, KCNK3 inh inactive and KCNK9 block inactive.
Screening O=C(C1=C(O)C(=O)N(c2ncccn2)C1c1ccc(F)cc1)c1ccco1 (stereo not drawn) returned PolyA inh inactive, GSK3A inh -2, KCNQ1 inh inactive, GSK3B inh -1, hERG protect -1, RGS4 act inactive, DYRK1A inh -11, KCNQ1 pot inactive, RGS4 inh inactive, KCNK3 inh inactive and KCNK9 block inactive.
CN(C)CCCNS(=O)(=O)c1ccc(Oc2ncc(C(F)(F)F)cc2Cl)cc1 was read as PolyA inh inactive, GSK3A inh 6, KCNQ1 inh inactive, GSK3B inh -3, hERG protect -17, RGS4 act inactive, DYRK1A inh -6, KCNQ1 pot inactive, RGS4 inh inactive, KCNK3 inh inactive and KCNK9 block inactive.
Screening OCCC1CN(CC2CCCCC2)CCN1C1CCCC1 (stereo not drawn) returned PolyA inh inactive, KCNQ1 inh inactive, GSK3B inh 2, hERG protect 0, RGS4 act inactive, DYRK1A inh -5, KCNQ1 pot inactive, RGS4 inh inactive, KCNK3 inh inactive and KCNK9 block inactive.
Screening O=C(CCc1nc(-c2ccccc2)no1)NCC1CCCO1 (stereo not drawn) returned PolyA inh inactive, GSK3A inh -4, KCNQ1 inh inactive, GSK3B inh 6, hERG protect -9, RGS4 act inactive, DYRK1A inh 5, KCNQ1 pot inactive, RGS4 inh inactive, KCNK3 inh inactive and KCNK9 block inactive.
COc1ccc(/C=C(\C#N)C(=O)OCC(=O)Nc2ccc(C(C)(C)C)cc2)cc1 was read as PolyA inh inactive, KCNQ1 inh 7*, GSK3B inh 3, hERG protect -14, RGS4 act inactive, DYRK1A inh 2, KCNQ1 pot inactive, RGS4 inh inactive, KCNK3 inh inactive and KCNK9 block inactive.
CN(C)[C@@H](CO)c1nnc([C@H](CCC(=O)O)NC(=O)C2CCNCC2)o1 was read as PolyA inh inactive, GSK3A inh -4, KCNQ1 inh inactive, GSK3B inh -5, hERG protect -4, RGS4 act inactive, DYRK1A inh -2, KCNQ1 pot inactive, RGS4 inh inactive, KCNK3 inh inactive and KCNK9 block inactive.
Screening COc1ccc(NC(=O)Nc2ccc(N3CCOCC3)c3nonc23)c(OC)c1 returned PolyA inh inactive, GSK3A inh 1, KCNQ1 inh inactive, GSK3B inh 4, hERG protect -18, RGS4 act inactive, DYRK1A inh -2, KCNQ1 pot inactive, RGS4 inh inactive, KCNK3 inh inactive and KCNK9 block inactive.
For Cc1ccc(-n2c(C)cc(C=C(C#N)C#N)c2C)cc1 the results were PolyA inh inactive, GSK3A inh -1, KCNQ1 inh inactive, GSK3B inh -4, hERG protect -4, RGS4 act inactive, DYRK1A inh -4, KCNQ1 pot inactive, RGS4 inh inactive, KCNK3 inh inactive and KCNK9 block inactive.
For CSCCC(NC(=O)c1ccccc1Br)C(=O)NCC(c1ccco1)N1CCCCC1 (stereo not drawn) the results were PolyA inh inactive, GSK3A inh -3, KCNQ1 inh inactive, GSK3B inh 0, hERG protect -16, RGS4 act inactive, DYRK1A inh 6, KCNQ1 pot inactive, RGS4 inh inactive, KCNK3 inh inactive and KCNK9 block inactive.
Screening CC(C)(C)c1cc(NC(=O)COC(=O)c2nccnc2N)n(-c2ccccc2)n1 returned PolyA inh inactive, GSK3A inh 2, KCNQ1 inh inactive, GSK3B inh 0, hERG protect -11, RGS4 act inactive, DYRK1A inh -5, KCNQ1 pot inactive, RGS4 inh inactive, KCNK3 inh -9.1* and KCNK9 block -8.6*.
Screening O=C(Nc1cccc([N+](=O)[O-])c1)Nc1ccc2c(c1)CCC2 returned PolyA inh inactive, GSK3A inh 0, KCNQ1 inh inactive, GSK3B inh 3, hERG protect -6, RGS4 act inactive, DYRK1A inh -1, KCNQ1 pot inactive, RGS4 inh inactive, KCNK3 inh inactive and KCNK9 block inactive.
O=C(Nc1ccc(Cl)cc1)Nc1csc([N+](=O)[O-])c1 was read as PolyA inh inactive, GSK3A inh 2, KCNQ1 inh inactive, GSK3B inh 4, hERG protect -9, RGS4 act inactive, KCNQ1 pot inactive, RGS4 inh inactive, KCNK3 inh inactive and KCNK9 block inactive.
For CC1(OCON)CCCc2ccccc21 (stereo not drawn) the results were PolyA inh inactive, GSK3A inh 9, KCNQ1 inh inactive, GSK3B inh -5, hERG protect -5, RGS4 act inactive, KCNQ1 pot inactive, RGS4 inh inactive, KCNK3 inh inactive and KCNK9 block inactive.
`CC(CC(=O)N(C)c1c(N)n(Cc2ccccc2)c(=O)[nH]c1=O)c1ccccc1` (stereo not drawn) gave PolyA inh inactive, GSK3A inh 0, KCNQ1 inh inactive, GSK3B inh -4, hERG protect -10, RGS4 act inactive, DYRK1A inh -3, KCNQ1 pot inactive, RGS4 inh inactive, KCNK3 inh inactive and KCNK9 block inactive.
For O=C(CCN1C(=O)C2C3C=CC(C3)C2C1=O)NCCc1ccccc1 (stereo not drawn) the results were PolyA inh inactive, GSK3A inh 1, KCNQ1 inh inactive, GSK3B inh 1, hERG protect -10, RGS4 act inactive, DYRK1A inh 6, KCNQ1 pot inactive, RGS4 inh inactive, KCNK3 inh inactive and KCNK9 block inactive.
